All columns: NCI-60 one-dose screen, growth in % after 48 h at 10 µM unless noted; 100 = growth as untreated, 0 = no growth, -100 = all killed.
MOLT-4: MOLT-4 leukemia cells. AID 1794779. 80,000 tested, 6.9% active
HOP-62: HOP-62 NSCLC. 80,000 tested, 3.9% active
M14: M14 melanoma | 80,000 tested, 6.2% active
A549/ATCC: A549/ATCC NSCLC. 81,000 tested, 3.7% active
HOP-92: HOP-92 NSCLC cells; 71,000 tested, 6.3% active; AID 1794738
EKVX: EKVX NSCLC; 71,000 tested, 3% active; AID 1794765
CCRF-CEM: CCRF-CEM leukemia. 77,000 tested, 7% active
RPMI-8226: RPMI-8226 leukemia cells. 77,000 tested, 7.5% active
* hit, by the source's call; x = not tested or not shown; & = joins results of further samples; [ ] = another dose, or the depositor's remark. Rule for the calls: active = growth percent below 10; inactive = the rest.

SMILES	MOLT-4	HOP-62	M14	A549/ATCC	HOP-92	EKVX	CCRF-CEM	RPMI-8226
Cn1cc(C#N)c(=O)[nH]c1=O	x	63	98	90	91	96	96	99
O=C(O)c1ccccc1/C=C\c1ccccc1	95	103	102	107	99	101	91	98
N#CC1(Nc2ccccc2)CCCC1	114	104	99	105	x	115	118	104
O=C1/C(=C/c2ccc(OCc3ccc(F)cc3)cc2)Oc2cc(O)ccc21	66	82	97	63	64	69	76	70
CC(C)(NC(=O)O[C@H]1CCNC1)c1csc(-c2ccc(F)c(O)c2)n1	93	95	100	100	x	98	108	110
CC1(C)[C@@H](OC(=O)c2cccnc2)CC[C@]2(C)[C@H]3C(=O)C=C4[C@@H]5C[C@](C)(C(=O)N6CCNCC6)CC[C@]5(C)CC[C@@]4(C)[C@]3(C)CC[C@@H]12	92	98	102	97	55	89	86	54
COc1ccc(-c2nc3c(N)c(CO)cnc3s2)cc1	91	100	99	92	77	48	103	93
CCn1c(SCC(=O)c2ccc(OC)cc2)nnc1-c1ccncc1	102	110	104	104	117	103	104	102
Oc1cc(/C=C/c2nc(N3CCOCC3)c3cc(Cl)c(Cl)cc3n2)cc(O)c1O	85	97	102	106	102	x	109	103
CCCCOc1ccc(C(=O)OCCN(C)C)cc1N	95	83	105	62	91	100	68	96
COc1cc(/C(C)=C(\c2ccc(Cl)cc2)c2ccc(OCCCN(C)C)cc2)ccc1F	72	109	x	73	74	97	73	x
O=C(O)CN(Cc1ccccn1)Cc1cc(I)cc(I)c1O	35	46	47	43	x	67	35	67
OCC[N+]1(CCO)CCOCC1	102	108	105	108	x	107	102	104
CCNC(=O)N1CCc2cc(OC)c(OCCc3ccc(OC)cc3)cc2C1c1ccc(Cl)cc1C (configuration not stated)	24	28	18	9.9*	x	37	38	20
Cc1ccc(N(C(=O)C2CC2c2ccc(F)c(F)c2)C(C(=O)NCCN2CCOCC2)c2ccc(F)cc2)cc1 (configuration not stated)	90	92	93	87	86	x	94	91
Nc1cc([N+](=O)[O-])ccc1N1C(=O)CCCC1=O	88	92	89	92	82	95	105	79
Oc1ccc2ccccc2c1N=Nc1nccs1	-4.3*	20	26	44	47	-9.5*	-7.2*	2.2*
O=C(N/N=C1\c2ccccc2-c2cccc(C(=O)O)c21)c1ccc(Br)cc1	100	96	100	108	93	92	102	105
O=C(Nc1ccc2c(ccn2Cc2ccc(F)cc2)c1)c1cnccn1	95	73	103	84	100	68	x	89
Cc1nc(-c2cc3ccccc3c(N3CCN(C)CC3)n2)cs1	98	98	95	98	61	96	103	99

Four of these compounds in a different format:
Cc1nc(-c2cc3ccccc3c(N3CCN(C)CC3)n2)cs1
- MOLT-4: 98
- HOP-62: 98
- M14: 95
- A549/ATCC: 98
- HOP-92: 61
- EKVX: 96
- CCRF-CEM: 103
- RPMI-8226: 99

COc1cc(/C(C)=C(\c2ccc(Cl)cc2)c2ccc(OCCCN(C)C)cc2)ccc1F
- MOLT-4: 72
- HOP-62: 109
- M14: x
- A549/ATCC: 73
- HOP-92: 74
- EKVX: 97
- CCRF-CEM: 73
- RPMI-8226: x

O=C(Nc1ccc2c(ccn2Cc2ccc(F)cc2)c1)c1cnccn1
- MOLT-4: 95
- HOP-62: 73
- M14: 103
- A549/ATCC: 84
- HOP-92: 100
- EKVX: 68
- CCRF-CEM: x
- RPMI-8226: 89

OCC[N+]1(CCO)CCOCC1
- MOLT-4: 102
- HOP-62: 108
- M14: 105
- A549/ATCC: 108
- HOP-92: x
- EKVX: 107
- CCRF-CEM: 102
- RPMI-8226: 104

No new results follow: 4 of the compounds above.
SMILES	MOLT-4	HOP-62	M14	A549/ATCC	HOP-92	EKVX	CCRF-CEM	RPMI-8226
COc1cc(/C(C)=C(\c2ccc(Cl)cc2)c2ccc(OCCCN(C)C)cc2)ccc1F	72	109	x	73	74	97	73	x
O=C(O)CN(Cc1ccccn1)Cc1cc(I)cc(I)c1O	35	46	47	43	x	67	35	67
OCC[N+]1(CCO)CCOCC1	102	108	105	108	x	107	102	104
CCNC(=O)N1CCc2cc(OC)c(OCCc3ccc(OC)cc3)cc2C1c1ccc(Cl)cc1C (configuration not stated)	24	28	18	9.9*	x	37	38	20

New compounds follow.
SMILES	MOLT-4	HOP-62	M14	A549/ATCC	HOP-92	EKVX	CCRF-CEM	RPMI-8226
Cc1ccc(S(=O)(=O)NCCNS(=O)(=O)c2ccc(C)cc2)cc1	85	88	99	100	87	90	x	109
O=C(CCN1CCCCC1)c1ccccc1	53&99	86&98	107&98	113&105	127&109	103	94	12&92
COc1ccc(NC(C)=O)c([N+](=O)[O-])c1	102	94	108	112	84	108	97	104
COC(=O)[C@]12CC[C@@H](C)[C@H](C)[C@@H]1C1=CC[C@@H]3[C@@]4(C)C(C=O)=C[C@@](C)(COC(C)=O)C4=CC[C@@]3(C)[C@]1(C)CC2	x	-7.8*	-48*	5.3*	-9.3*	13	-15*	-9.5*
COC(=O)c1c2c(c[n+]([O-])c1C)C(=O)C(NCc1ccccc1)=CC2=O	-29*	4.1*	-78*	-20*	-30*	-45*	2.9*	-25*
O=C(Nc1ccc([N+](=O)[O-])cc1)N1CCN(C(=O)Nc2ccc([N+](=O)[O-])cc2)CC1	98	x	110	94	89	89	94	92
CCOC(=O)c1[nH]c(C)c(CC)c1C	91	97	86	85	82	96	83	96
CC(=O)/C(=C/c1ccccc1Br)C(=O)c1ccccc1	47	121	54	69	71	97	42	30
S=C(Nc1ccccc1)Nc1ccc(Nc2ncnc3sc4c(c23)CCNC4)cc1	102	77	111	94	86	108	90	108
O=C(Nc1cccc(C2=NCCN2)c1)c1cccc(C(=O)Nc2cccc(C3=NCCN3)c2)c1	100	97	99	102	101	89	104	94
COc1ccc2c(c1)O/C(=C/c1ccc(OCC(=O)c3ccc([N+](=O)[O-])cc3)cc1)C2=O	93	88	102	96	96	107	81	95
CNc1nc(SC)n(C)c(=O)c1N=O	140	95	105	80	x	95	98	94
FC(F)(F)c1cc(-c2nnc3n2NC(=NC2CC2)CS3)cc(C(F)(F)F)c1	86	100	107	89	85	100	94	100
CCN(CC)CCSc1ccnc(N)n1	83	77	99	95	98	93	99	101
CCC(CC)CC1CN2CCc3cc(OC)c(OC)cc3C2CC1(O)CC (configuration not stated)	96	89	100	106	x	105	95	91
Cc1cc(Nc2nc(C(=O)Nc3ccccc3)nc3ccccc23)n[nH]1	55	60	51	62	51	x	38	60
COC(=O)[C@H](OC(C)=O)[C@H]1C(C)(C)[C@H](OC(C)=O)C2CC3=C4CC(=O)O[C@@H](c5ccoc5)[C@]4(C)CC[C@@H]3[C@@]1(C)C2=O	92	96	100	85	81	94	92	91
C/C(=N\O)c1ccc(Cl)cc1	86	96	114	98	65	103	118	107
COc1ccc(C(=O)c2ccccc2C(=O)O)cc1	100	94	100	104	112	98	106	101
Cc1cc(OCCCCOc2ccc(C#N)cc2)ccc1[N+](=O)[O-]	95	113	101	101	x	98	98	86

Four compounds from above with just RPMI-8226, HOP-92 and A549/ATCC.
Compound | RPMI-8226 | HOP-92 | A549/ATCC
COc1ccc(NC(C)=O)c([N+](=O)[O-])c1 | 104 | 84 | 112
COC(=O)[C@]12CC[C@@H](C)[C@H](C)[C@@H]1C1=CC[C@@H]3[C@@]4(C)C(C=O)=C[C@@](C)(COC(C)=O)C4=CC[C@@]3(C)[C@]1(C)CC2 | -9.5* | -9.3* | 5.3*
COC(=O)c1c2c(c[n+]([O-])c1C)C(=O)C(NCc1ccccc1)=CC2=O | -25* | -30* | -20*
O=C(Nc1ccc([N+](=O)[O-])cc1)N1CCN(C(=O)Nc2ccc([N+](=O)[O-])cc2)CC1 | 92 | 89 | 94

Additional entries follow.
SMILES	MOLT-4	HOP-62	M14	A549/ATCC	HOP-92	EKVX	CCRF-CEM	RPMI-8226
N=c1c2ccccc2nc2n1CCCCCCC2	122	112	115	103	130	x	119	117
COc1ccc(C2=NN(C(=O)c3ccc(S(N)(=O)=O)cc3)C(c3ccc(OC)c(OC)c3)C2)c(OC)c1 (configuration not stated)	121	113	105	99	x	99	109	100
CCCC(=O)OC/C=C/c1ccccc1	147	85	91	102	84	151	107	101
CN(C)Cc1c(-c2cccc(OC(F)(F)F)c2)[nH]c2ccc(N3CCCC3)cc2c1=O	82	88	69	101	69	90	87	x
O=C(O)C(c1cccs1)C1(O)CCCCC1 (configuration not stated)	106	95	105	101	x	109	98	106
NC(=O)c1n[nH]n2c1nc(=O)c1c3c(sc12)CCCC3	100	96	98	93	92	101	84	94
COc1ccc(-c2nc3ccc(-c4nnc(SCC(=O)Nc5ccc(C(=O)/C=C/c6ccc(Cl)cc6)cc5)o4)cc3[nH]2)cc1OC	76	103	108	103	105	92	100	75
COC(=O)c1ccc(Cn2c(=O)sn(CCCl)c2=O)cc1	43	94	89	85	99	98	63	106
CC(O)COCC(C)OC1CC(C)CC(C)(C)C1 (configuration not stated)	113	109	99	103	x	106	100	112
O=C1CC(c2ccco2)Cc2oc3cc(O)c(O)cc3c21 (configuration not stated)	64	92	70	89	80	84	24	57
O=C1Nc2ccc(F)cc2/C1=N/N=C/c1ccc(F)cc1	103	100	x	105	109	98	104	109
Nc1n[nH]c(=S)s1	101	108	105	101	x	99	99	102
COc1ccc2nc(N)sc2c1	117	91	105	110	96	98	95	100
CCOC(=O)C1(C)CCCC1=O (configuration not stated)	99	89	97	83	136	104	98	158
COc1cc(C#N)cc2[nH]c(=O)oc12	123	103	102	101	95	x	109	107
Cc1ccc(NC(=S)N2CCOCC2)cc1C	100	100	93	97	95	x	109	102
CCC(C)(C)c1ccc(N(CCCc2ccccc2)CCCc2ccccc2)cc1	102	113	98	85	97	109	96	91
Cc1cccc(N2C(=O)/C(=C/C(Cl)=C/c3ccc([N+](=O)[O-])cc3)SC2=S)c1C	5.7*	17	22	23	-28*	-3.6*	3.2*	-13*
CCC(C)/C=C(C)/C=C/C(=O)C1C(=O)NC(C(O)c2ccc(O)cc2)C1=O (configuration not stated)	83	99	108	96	97	93	95	x
O=C1OC(=O)C2(Cl)C3C=CC(C3)C12 (configuration not stated)	87	83	99	88	61	94	105	88
CSc1ccc(-c2n[nH]nc2-c2cc3ccccc3s2)cc1	10	39	16	35	70	73	53	40
C=C(C)[C@@H]1CC[C@]2(C(=O)OCCOCCOCC[P+](c3ccccc3)(c3ccccc3)c3ccccc3)CC[C@]3(C)[C@H](CC[C@@H]4[C@@]5(C)CC[C@H](OC(=O)C(Cl)Cl)C(C)(C)[C@@H]5CC[C@]43C)[C@@H]12	-8.0*	11	-81*	6.9*	-68*	-15*	4.2*	-39*
CCN(CC)CCCC(C)Nc1nccc2c(Cl)cccc12 (configuration not stated)	81	59	87	107	63	119	99	107
OB(O)c1ccccc1C[n+]1ccc(-c2ccc3ccc4c(-c5cc[n+](Cc6ccccc6B(O)O)cc5)ccc5ccc2c3c54)cc1	99[6 µM]	75[6 µM]	96[6 µM]	98[6 µM]	109[6 µM]	95[6 µM]	92[6 µM]	86[6 µM]
O=C(OCc1ccc2c(Br)cc(Br)c(O)c2n1)N1CCN(C(=O)c2cc3ccccc3[nH]2)CC1	36	23	30	13	26	30	21	34
CCCCC(CN)(c1cccs1)c1cccs1	95	97	100	96	88	103	97	100
CC(=O)c1ccc(NC(=O)CSc2nnc(-c3cc(-c4ccccc4)nc4ccccc34)o2)cc1	69	97	109	64	97	106	83	88
N#C/C(=C\c1cccc2cnccc12)n1nnc2cccc(F)c21	26	53	35	87	-25*	25	18	6.9*
Cn1ncc2c(N(CCO)CCO)ncnc21	87	80	97	86	65	96	96	97
COc1ccc(NC(=O)n2c(=O)cc(C)c3ccc(O)cc32)cc1	103	94	105	107	78	110	92	97

Complete entries, quoted from the list. Screens in order: MOLT-4, HOP-62, M14, A549/ATCC, HOP-92, EKVX, CCRF-CEM, RPMI-8226
NC(=O)c1n[nH]n2c1nc(=O)c1c3c(sc12)CCCC3 is listed as 100, 96, 98, 93, 92, 101, 84, 94
CCN(CC)CCCC(C)Nc1nccc2c(Cl)cccc12 (configuration not stated) is listed as 81, 59, 87, 107, 63, 119, 99, 107
Cc1ccc(N(C(=O)C2CC2c2ccc(F)c(F)c2)C(C(=O)NCCN2CCOCC2)c2ccc(F)cc2)cc1 (configuration not stated) is listed as 90, 92, 93, 87, 86, x, 94, 91
COc1ccc(-c2nc3c(N)c(CO)cnc3s2)cc1 is listed as 91, 100, 99, 92, 77, 48, 103, 93

Bioassay records (PubChem)
